BoNT-A LC inh2: inhibitors of Botulinum neurotoxin A light chain protease | multiplex microsphere protease substrate cleavage, flow cytometry | inhibition, % at 10 µM | 360,000 tested, 0.17% active; further: plate controls were buffer without enzyme for full effect and enzyme alone for no effect
PrPC surface inh: cell surface PrPC inhibition, primary TR-FRET screen; P04156; TR-FRET read-out; inhibition, % at 13.8 µM; 370,000 tested, 0.43% active; in the data active means inhibition above about 24%; further: 0% = median of the test wells and 100% = reference compound wells
PfHsp40 rescue: restores yeast growth despite PfHsp40 toxicity. S. cerevisiae expressing PfHsp40, growth rescue, ATP luminescence. growth rescue, % at 12.5 µM. 340,000 tested, 0.68% active; in the data active means growth rescue above about 28%, passing the limit was not always enough; inconclusive means no clear call, values can overlap the other calls;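 further: yeast W303a lacking pdr1 and pdr3 grown in galactose medium; growth measured after three days at 30 °C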
FadD28 FP inh: M. tuberculosis FadD28 bisubstrate binding inhibition | inhibition, % at 12.5 µM | FadD28 bisubstrate probe binding, fluorescence polarization | AID 588549 | 360,000 tested, 0.22% active; in the data active means inhibition above about 8.5%, passing the limit was not always enough; inconclusive means no clear call, values can overlap the other calls
CCHF vOTU inh: blocks the CCHF virus ovarian tumor domain protease; AID 651958; CCHFV vOTU protease, Pep-AMC fluorescence; 370,000 tested, 0.55% active; inhibition, % at 11.5 µM; in the data active means inhibition above about 30%; further: 0% = vehicle wells with enzyme and 100% = no enzyme wells
Anthrax LF prot: inhibitors of Bacillus anthracis lethal factor protease | P15917 | multiplex microsphere protease cleavage assay, LF | inhibition, % at 10 µM | 360,000 tested, 0.12% active | AID 588501; further: plate controls were buffer without enzyme for full effect and enzyme alone for no effect
Target sequence (P15917 whole entry, looked up): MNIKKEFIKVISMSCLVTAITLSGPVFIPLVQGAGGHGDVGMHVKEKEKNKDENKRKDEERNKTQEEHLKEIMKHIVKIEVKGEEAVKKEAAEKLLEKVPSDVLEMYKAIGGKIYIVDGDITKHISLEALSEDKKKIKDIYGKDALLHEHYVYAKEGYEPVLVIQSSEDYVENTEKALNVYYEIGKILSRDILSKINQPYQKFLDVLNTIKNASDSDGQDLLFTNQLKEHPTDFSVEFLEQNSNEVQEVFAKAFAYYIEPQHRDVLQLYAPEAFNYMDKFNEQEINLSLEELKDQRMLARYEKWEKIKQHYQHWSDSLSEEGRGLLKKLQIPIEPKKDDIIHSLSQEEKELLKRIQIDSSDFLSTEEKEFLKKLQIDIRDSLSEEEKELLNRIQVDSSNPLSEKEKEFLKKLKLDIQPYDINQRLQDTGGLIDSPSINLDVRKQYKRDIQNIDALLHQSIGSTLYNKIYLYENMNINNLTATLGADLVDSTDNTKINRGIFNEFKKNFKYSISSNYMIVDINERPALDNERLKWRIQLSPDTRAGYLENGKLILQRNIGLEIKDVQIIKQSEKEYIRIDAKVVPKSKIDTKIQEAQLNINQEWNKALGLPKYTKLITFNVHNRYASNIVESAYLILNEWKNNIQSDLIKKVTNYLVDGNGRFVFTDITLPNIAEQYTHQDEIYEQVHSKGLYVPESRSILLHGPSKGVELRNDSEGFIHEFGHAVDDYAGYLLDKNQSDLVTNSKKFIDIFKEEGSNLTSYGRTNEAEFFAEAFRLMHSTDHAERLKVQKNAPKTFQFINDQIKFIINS
Yp Topo-I inh: inhibitors of Yersinia pestis topoisomerase I. Y. pestis Topo-I cleavage product accumulation, plate reader. activity, % at 10 µM. 360,000 tested, 0.064% active; in the data active means activity above about 50%, passing the limit was not always enough; inconclusive means no clear call, values can overlap the other calls; further: inactives centre near 2
TcdB inh: inhibitors of Clostridioides difficile toxin B glycohydrolase; TcdB glycohydrolase enzymatic assay, plate reader; inhibition, % at 9.99 µM; 350,000 tested, 0.24% active; in the data active means inhibition above about 10%
BoNT F protease: BoNT F light chain protease inhibition; Multiplex microsphere protease cleavage assay, flow cytometry; inhibition, % at 10 µM; 360,000 tested, 0.22% active; AID 588497; in the data active means inhibition above about 35%, passing the limit was not always enough; inconclusive means no clear call, values can overlap the other calls; further: plate controls were buffer without enzyme for full effect and enzyme alone for no effect
* marks the source's active call; other numbers are inactive results; u = inconclusive; x = not tested or not shown. Unless noted, no stated cut-off is given here; in the data, active means inhibition above about 30%; inconclusive means no clear call, values can overlap the other calls; inactive means below that.

SMILES | BoNT-A LC inh2 | PrPC surface inh | PfHsp40 rescue | FadD28 FP inh | CCHF vOTU inh | Anthrax LF prot | Yp Topo-I inh | TcdB inh | BoNT F protease
CC(=O)Nc1ccc(S(=O)(=O)N(C)CC(=O)OCC(=O)c2cc(C)n(-c3ccc4c(c3)OCO4)c2C)cc1 | -1.0 | 2 | 4.4 | -3.7 | -11 | 0 | 25 | 0.3 | -1
O=C(N/N=C/c1cccs1)c1ccccn1 | 0.5 | -4 | -0.5 | -0.3 | -7 | -4 | 5 | x | 1
CC(C)C1C(=O)N(Cc2cn(CCC3OCCCO3)nn2)CCS(=O)(=O)N1Cc1ccc(-c2cccc(N(C)C)c2)cc1 (stereo not drawn) | -0.1 | 2 | x | -1.5 | -5 | -2 | 29 | 1.4 | -3
Cc1ccc(NC(=O)CCN2C(=O)c3ccccc3S2(=O)=O)cc1C | 3.4 | 7 | -0.9 | -3.7 | -3 | 3 | 2 | 1.4 | 4
Cc1sc2nc(SCC(=O)Nc3ccc(S(=O)(=O)NCCCC(=O)O)cc3)[nH]c(=O)c2c1C | -0.7 | 7 | 0.2 | -0.6 | 9 | 0 | 3 | -0.7 | -5
O=C(O)c1cccc(NC(=O)c2ccc(N3C(=O)c4ccc(C(=O)Nc5cccc(C(=O)O)c5)cc4C3=O)cc2)c1 | -1.1 | -9 | 0.2 | -1.9 | 5 | -4 | 8 | -1.5 | -4
Fc1ccccc1/C=N/Nc1cc(N2CCCCC2)ncn1 | -7.4 | -7 | 2.2 | -1.5 | -1 | -18 | 1 | -0.5 | u
CCOC(=O)C1CCN(C(=O)CSc2nnc(-c3ccco3)n2-c2ccccc2)CC1 | 0.0 | -6 | 0.9 | -0.4 | 1 | -1 | 9 | x | -9
O=S(=O)(Nc1cccc(S(=O)(=O)N2CCOCC2)c1)c1ccc(Cl)s1 | 0.9 | 3 | -0.6 | 0.8 | -5 | -2 | 2 | 0.5 | -3
Cc1cc(C)c(S(=O)(=O)NCc2csc(C)n2)c(C)c1 | -4.8 | 7 | -1.4 | -4.1 | 4 | -6 | -3 | 1.4 | -31
CCOC(=O)C1=C(CSc2nc3c(cc2C#N)CN(C)CC3)OC(N)=C(C#N)C1c1ccc(F)cc1 (stereo not drawn) | 7.1 | -1 | -0.7 | -3.5 | 15 | 6 | -7 | x | 4
CSC1=NC2(CC(c3ccccc3)Oc3cc(O)ccc32)CC(C)(C)N1 (stereo not drawn) | -0.6 | -18 | -0.4 | -2.2 | 5 | 2 | -1 | x | -10
O=S1(=O)C=C(Oc2ccc3ccccc3c2)c2ccccc21 | -0.1 | x | 5.1 | -12 | x | -4 | 4 | x | -1
CCOC(=O)c1cnc2ccc(OCC)cc2c1NCCN1CCOCC1 | 0.4 | -10 | -0.7 | -0.3 | -4 | -5 | 11 | 2.4 | -2
COCCNC(=O)/C(C#N)=C/c1ccc(OCc2ccc(F)cc2)cc1 | 0.2 | -1 | 2.5 | 0.6 | 4 | -6 | 25 | 0.5 | -4
CC(=O)c1cn(CC(=O)Nc2ccccc2C(F)(F)F)c2ccccc12 | 1.8 | 2 | 24 | -3.3 | -9 | -1 | 3 | -0.1 | -22
COc1cc(C(=O)NCCc2ccc(S(N)(=O)=O)cc2)ccc1OCc1c(C)noc1C | -0.1 | -4 | 0.1 | -2.0 | -1 | 5 | 0 | -1.0 | -2
COC(=O)[C@]12CCCCC=C1N(CCC1=CCCCC1)C(=O)[C@H](CC(=O)N1CCN(C(=O)C3CC3)CC1)C2 | 0.3 | 5 | x | x | -4 | -4 | x | 0.9 | -5
O=C(CCCCn1cnc2c(=S)nc[nH]c21)Nc1ccc(C(=O)O)cc1 | 0.5 | -9 | -0.3 | -2.5 | 16 | 4 | 5 | 5.4 | -3
OCC1(Cc2ccccc2)CCN(C2CCN(c3ccc(F)c(F)c3)CC2)CC1 | -1.0 | 0 | -1.0 | -0.5 | 14 | -1 | 0 | 0.2 | -4
Cc1cc(C)c(NC(=O)CNC(=O)CNC(=O)C2CCCCC2)c(C)c1 | -0.2 | 2 | -1.1 | -2.9 | -6 | -4 | -9 | 1.2 | 4
CC(C)NC(=O)C1CCCN(S(C)(=O)=O)C1 (stereo not drawn) | 0.4 | -4 | -0.8 | -1.7 | -7 | -2 | -3 | x | 1
CCN(CC)C(=O)C1=C(C)N(Cc2ccccc2)C(=O)C(CC(=O)NC2CC2)C1 (stereo not drawn) | -0.2 | 3 | x | 0.9 | 6 | -5 | -9 | -5.3 | 4
O=C(CNC(=O)c1ccncc1)N/N=C/c1cc(Br)ccc1O | -2.7 | -6 | -0.8 | -2.5 | 20 | -4 | 2 | x | -21
O=C(/C=C/[C@H]1O[C@@H](n2ccc(=O)[nH]c2=O)[C@H](O)[C@@H]1O)NCCN1CCCCC1 | -1.9 | -5 | x | 0.2 | 5 | -1 | x | 0.4 | -31
Cc1oc(CC(C)C)cc1C(N)=O | -0.5 | 8 | -0.3 | 0.8 | 2 | -2 | 2 | -0.5 | -3
O=C(O)CSCc1nc2ccccc2s1 | 0.9 | -3 | 0.9 | -4.2 | -5 | 0 | -11 | x | 15
Cc1ccc(S(=O)(=O)N2CCCc3ccccc32)cc1 | 0.6 | -1 | x | -1.2 | 16 | -4 | 12 | 4.0 | 11
COc1ccc(C(=O)c2c3ccc(C(F)(F)F)cc3[n+]([O-])n2CCCC(N)=O)cc1 | 0.8 | 7 | -1.1 | -2.2 | 5 | 0 | 2 | 1.2 | 8
CCCOc1ccc(/C(O)=C2\C(=O)C(=O)N(CCCOC)C23C(=O)N(C)c2ccccc23)cc1 (stereo not drawn) | 0.2 | 5 | 0.0 | -4.4 | 3 | 0 | 9 | x | 0
COc1ccc(/C=N/NC(C)(C)C)c(OC)c1 | -1.4 | 6 | -0.4 | 0.8 | 9 | -3 | 4 | -1.7 | -4
COc1ccc(Br)cc1CNC(=O)CCNC(=O)Cn1ccc2ccccc2c1=O | -0.5 | -1 | 1.7 | 1.6 | -11 | -6 | 6 | -0.4 | -4
COc1cc(CNC(=O)c2ccc(Cn3nc(C)c(Cl)c3C)o2)cc(OC)c1 | -1.7 | 1 | 0.1 | -6.5 | -10 | -6 | 10 | x | -7
CCOC(=O)c1c(-c2ccccc2)nc2ccc(C)cn12 | u | -6 | 207* | -7.9 | -5 | 2 | 15 | x | 0
CC(Sc1nnc2n1CCCCC2)C(=O)Nc1ccc(S(N)(=O)=O)cc1 (stereo not drawn) | -3.1 | 7 | 1.0 | -0.9 | 2 | -9 | -2 | 0.5 | 3
COc1ccc2c(C)nc(Nc3nc(C)c(C)c(=O)[nH]3)nc2c1 | 0.1 | 5 | -1.3 | -2.6 | -8 | -12 | 13 | x | -3
Cc1ccc(Cn2c(=N)n(CC(O)COc3ccccc3)c3ccccc32)cc1 (stereo not drawn) | 0.8 | 1 | 0.1 | -2.2 | 2 | -3 | 25 | 1.6 | -1
COc1ccc(S(=O)(=O)N2CCN(CC(=O)Nc3ccccc3OC)CC2)cc1 | -3.1 | 1 | -1.0 | -1.5 | 6 | -4 | -9 | -0.7 | -10
Cc1cc(C)c2oc(C(=O)Nc3nnc(C(C)C)s3)cc(=O)c2c1 | 0.2 | 7 | -0.9 | -4.8 | 20 | -1 | -3 | -1.9 | -4
C=CCN(c1cccc(C(F)(F)F)c1)S(=O)(=O)c1cccc(C(=O)OCC(=O)NC)c1 | -0.6 | 8 | 1.6 | -4.7 | 11 | 1 | 5 | 1.0 | 3

Part of the list above, with each value named:
> OCC1(Cc2ccccc2)CCN(C2CCN(c3ccc(F)c(F)c3)CC2)CC1
  BoNT-A LC inh2: -1.0 | PrPC surface inh: 0 | PfHsp40 rescue: -1.0 | FadD28 FP inh: -0.5 | CCHF vOTU inh: 14 | Anthrax LF prot: -1 | Yp Topo-I inh: 0 | TcdB inh: 0.2 | BoNT F protease: -4

> Cc1cc(C)c(NC(=O)CNC(=O)CNC(=O)C2CCCCC2)c(C)c1
  BoNT-A LC inh2: -0.2 | PrPC surface inh: 2 | PfHsp40 rescue: -1.1 | FadD28 FP inh: -2.9 | CCHF vOTU inh: -6 | Anthrax LF prot: -4 | Yp Topo-I inh: -9 | TcdB inh: 1.2 | BoNT F protease: 4

> CC(C)NC(=O)C1CCCN(S(C)(=O)=O)C1 (stereo not drawn)
  BoNT-A LC inh2: 0.4 | PrPC surface inh: -4 | PfHsp40 rescue: -0.8 | FadD28 FP inh: -1.7 | CCHF vOTU inh: -7 | Anthrax LF prot: -2 | Yp Topo-I inh: -3 | TcdB inh: x | BoNT F protease: 1

The results go on:
SMILES | BoNT-A LC inh2 | PrPC surface inh | PfHsp40 rescue | FadD28 FP inh | CCHF vOTU inh | Anthrax LF prot | Yp Topo-I inh | TcdB inh | BoNT F protease
COc1ccc(C(=O)O/N=C2\CCCc3nonc32)cc1 | 0.2 | 1 | 1.0 | -3.3 | 5 | 2 | 1 | x | -2
Cc1nn(C)c(C(=O)Nc2ccc(Cl)c([N+](=O)[O-])c2)c1Cl | 0.1 | -4 | 0.3 | -5.3 | 3 | 0 | -2 | x | -1
Cc1sc(N)nc1C12CC3CC(CC(C3)C1)C2 | -2.2 | -3 | -0.8 | 2.5 | 9 | -5 | -1 | 2.4 | -6
Cc1ccc(S(=O)(=O)N2CCCCC2CCNC(=O)C(=O)NCCc2ccco2)cc1 (stereo not drawn) | 2.5 | 7 | 0.3 | -3.5 | 16 | -1 | 31 | 1.5 | -5
COc1ccc2c(c1)C1(Nc3ccccc3C(=O)N1c1ccccc1)C(=O)N2 (stereo not drawn) | 0.4 | -3 | -0.5 | -2.6 | -8 | 1 | 3 | 0.3 | -1
CCN1CCCC1CNC(=O)c1cc(N)ccc1OC (stereo not drawn) | x | 2 | x | -4.4 | -8 | x | -10 | -0.3 | x
COc1ccc(-n2nc(C(=O)NCC(=O)NC3CCCCCC3)c3ccccc3c2=O)c(OC)c1 | -4.8 | -1 | 1.5 | -3.4 | 2 | 4 | 6 | -1.0 | -6
COc1ccc(C(=O)N2CCC(C(=O)NCc3ccccn3)CC2)cc1 | -1.0 | 1 | -0.8 | -6.9 | 3 | -2 | -4 | x | 4
C#CCNc1cc(-c2ccccc2)nc2ncnn12 | -0.1 | -1 | 0.6 | -2.1 | 5 | -6 | 3 | 1.0 | 2
Cc1ccccc1Oc1nc2ccccn2c(=O)c1/C=C(\C#N)C(=O)Nc1c(C)n(C)n(-c2ccccc2)c1=O | 0.2 | 10 | -0.5 | -0.6 | -10 | -2 | 8 | x | 0
COc1ccc(OC)c(S(=O)(=O)Nc2cccc3c(O)cccc23)c1 | 0.3 | -1 | x | 0.3 | -7 | -5 | -1 | 1.8 | 2
O=C(Nc1nc(-c2ccc3c(c2)OCO3)cs1)C1COc2ccccc2O1 (stereo not drawn) | -0.5 | -4 | 1.1 | -1.9 | 0 | -6 | -5 | -1.0 | -6
COc1ccc(CNC(=O)/C=C/c2ccc3[nH]cc(CCN(C)C)c3c2)cc1 | -0.7 | -5 | -0.8 | -4.7 | 5 | -17 | -22 | 3.6 | -12
CCOC(=O)C(NC(C)=O)C(=O)Nc1ccc(C(C)C)cc1 (stereo not drawn) | -0.2 | -1 | 1.4 | -1.6 | -3 | -2 | -3 | x | 0
COCCCNC(=O)CC1Oc2ccccc2NC1=O (stereo not drawn) | 0.2 | 4 | -2.2 | -2.1 | -3 | -1 | -7 | 1.1 | -2
COc1ccc(NC(=O)c2ccc(COCC(F)(F)F)cc2)cc1OC | 1.0 | 6 | -1.0 | -2.2 | 13 | 0 | -3 | x | 1
Cc1c(S(=O)(=O)N2CCCC(C(=O)O)C2)cnn1C (stereo not drawn) | -0.1 | -1 | -1.0 | -3.1 | -14 | -2 | -12 | 2.2 | 0
O=P(NCc1ccccc1)(Oc1ccccc1)Oc1ccccc1 | -0.3 | -5 | 4.7 | -2.3 | 12 | 0 | 23 | 0.8 | -3
CCCN1C(=O)c2ccccc2NC1c1cc(OC)c(OC)c(OC)c1 (stereo not drawn) | 0.8 | 4 | 2.4 | -3.9 | -95 | -2 | -7 | x | 2
CN(C)Cc1c(-c2ccc(Cl)cc2)nc2ccccn12 | -2.3 | -10 | -0.1 | -4.9 | 0 | -5 | 3 | 1.3 | -11

Screening data deposited in PubChem by several laboratories.
